Assay outcomes (PubChem BioAssay)
ARNT-TACC3 inh: disruptors of ARNT/TACC3 protein interaction, primary screen, biochemical, AlphaScreen, single concentration; Transforming acidic coiled-coil-containing protein 3 (Homo sapiens), Q9Y6A5; AlphaScreen His-ARNT PAS-B/GST-TACC3 binding, luminescence; TACC3 fragment carries E629A point mutation; inhibition, % at 9.99 µM; 390,000 tested, 0.66% active; AID 623870, 2012;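 active means mean inhibition of replicates at least 50% and at least half of replicates each reaching 50%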;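 further: 0% = complete ARNT plus TACC3 wells and 100% = ARNT alone without TACC3; many hits fall short of the cut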
Starred values were filed as active, the others as inactive.

| SMILES | ARNT-TACC3 inh |
| --- | --- |
| CC(C)(C)OC(=O)NCCc1nnc(SCc2ccc(Cl)cc2)o1 | -6 |
| CN(c1cccc(NC(=O)Nc2ccc(Cl)cc2)c1)S(C)(=O)=O | 3 |
| COc1ccc(Oc2coc3cc(OC(=O)c4cccs4)ccc3c2=O)cc1 | 3 |
| Cc1cccc(CNC(=O)c2ccc(NC(=O)C3=CSCCO3)cc2)c1 | -3 |
| COc1nc(N(C#N)CC(N)=O)nc(N2CCCC2)n1 | 0 |
| CC(Oc1ccc(Cl)cc1)c1ccnn1S(=O)(=O)c1ccccc1 (stereo unspecified) | 13 |
| Clc1ccc(OCc2nnc(-c3ccccc3Br)o2)cc1 | 0 |
| Cc1oc2c(CN3CCCC3)c(O)ccc2c(=O)c1-c1ccc(Cl)cc1 | -25 |
| Cc1cc(C(=O)CSc2nc(N)cc(=O)[nH]2)c(C)n1CCc1ccc(Cl)cc1 | 2 |
| O=C(CSc1ccc2nnc(-c3ccc(F)cc3)n2n1)NCc1ccco1 | 20 |
| O=C1C2C(c3ccccc3)C=CC(c3ccccc3)C2C(=O)N1CCO (stereo unspecified) | 5 |
| COc1cccc(-c2noc(C3CCCN(S(=O)(=O)c4cccc(Cl)c4C)C3)n2)c1 (stereo unspecified) | -9 |
| Cc1c(NC(=O)c2ccc3c(c2)OCO3)cccc1-c1nc2ccccc2o1 | -2 |
| COc1ccc(-c2nnc3sc(COc4ccccc4)nn23)cc1 | -1 |
| CCOC(=O)CNC(=O)c1ccc2c(c1)OCCO2 | -5 |
| COc1ccc(NC(=O)c2ccco2)cc1N | 37 |
| Cc1cccc2cc(CN(Cc3ccccc3)C(=O)c3cccc(F)c3)c(Cl)nc12 | 0 |
| COc1ccc(NC(=O)CN2CCN(c3ccccc3Cl)CC2)cc1 | 2 |
| Cc1cc(=O)oc(C)c1C(=O)Nc1ccc2nsnc2c1 | 0 |
| CC1=C(C)C(=O)N(c2ccc(C(=O)O)cc2)C1=O | 0 |
| COc1cccc(C(=O)Nc2ccc(-c3nnc(-c4ccco4)o3)cc2)c1 | 3 |
| CCC1CCc2c(sc3ncnc(N4CCOCC4)c23)C1 (stereo unspecified) | -7 |
| CCOC(=O)c1c(-c2ccccc2)oc2ccc(OC)cc12 | -4 |
| CS(=O)(=O)N(CCc1ccccc1)CC(=O)Nc1ccc(OCc2ccccc2)cc1 | -3 |

Rewritten field by field: entries from further up.
> COc1ccc(NC(=O)CN2CCN(c3ccccc3Cl)CC2)cc1
  ARNT-TACC3 inh = 2
> CCOC(=O)c1c(-c2ccccc2)oc2ccc(OC)cc12
  ARNT-TACC3 inh = -4
> CC1=C(C)C(=O)N(c2ccc(C(=O)O)cc2)C1=O
  ARNT-TACC3 inh = 0
> CCC1CCc2c(sc3ncnc(N4CCOCC4)c23)C1 (stereo unspecified)
  ARNT-TACC3 inh = -7

(list continues)
| SMILES | ARNT-TACC3 inh |
| --- | --- |
| CC(=O)Nc1cc(NC(C)=O)c2nc(N)sc2c1 | -5 |
| COCc1nc2ccccc2n1Cc1ccccc1Br | 3 |
| Cc1ccc(S(=O)(=O)Cn2nnnc2C(c2ccc(F)cc2)N2CCCCC2)cc1 (stereo unspecified) | -54 |
| COc1cccc(OC)c1OCCCCN1CCCC1 | -6 |
| Cc1ccc(NC(=S)N2CCCC(c3nc4ccc(C)cc4[nH]3)C2)c(C)c1 (stereo unspecified) | -5 |
| Cc1cc(=O)[nH]c(N2CCN(C(c3ccccc3)c3ccccc3)CC2)n1 | -7 |
| C/C=C/c1ccc(OC)c(OC(C)=O)c1 | -5 |
| O=C(NCCN1CCCCCC1)c1ccc(N2CCCC2=O)cc1 | 8 |
| O=C(CN1C(=O)c2ccccc2S1(=O)=O)Nc1ccc(S(=O)(=O)N2CCCC2)cc1 | -3 |
| CC(C)N1CCc2c(sc(NC(=O)c3ccc(S(=O)(=O)N4CCOCC4)cc3)c2C#N)C1 | -6 |
| Cc1ccc(NC(CNS(=O)(=O)c2ccc(Cl)cc2)c2ccccc2)cc1 (stereo unspecified) | 0 |
| COC(=O)C(O)(CC(=O)c1ccc(OC)cc1)C(F)(F)F (stereo unspecified) | -5 |
| Cc1cccc2cc(CN(CC3CCCO3)C(=O)c3cnccn3)c(=O)[nH]c12 (stereo unspecified) | -2 |
| Cc1ncc(N=Nc2ccccc2)c(-c2ccccc2)n1 | 25 |
| O=C(CSCc1ccc(Br)cc1)N1CCOCC1 | -10 |
| COC(=O)CC(=O)CSc1nc2c(cc1C#N)CCC2 | -1 |
| COC(=O)N1CC(c2ccccc2)CC1=O (stereo unspecified) | 2 |
| O=c1[nH]c(CN2CCN(c3ccccc3O)CC2)nc2ccccc12 | -4 |
| COc1ccc(CCNC(=O)c2ccc(CN3CCOCC3)cc2)cc1 | -20 |
| COC(=O)c1nn(-c2ccccc2)c(=O)cc1Oc1ccccc1 | 1 |
| COCCN1Cc2cccc(C(=O)Nc3c(C)cccc3C)c2C1=O | 1 |
| Cc1ccc(-n2c(Cc3ccccc3)n[nH]c2=S)cc1 | -8 |
| COc1ccc(C2C3=C(CC(C)(C)CC3=O)Nc3c2c(=O)[nH]c(=O)n3Cc2ccccc2)cc1OC (stereo unspecified) | 2 |
| COc1ccc(/C=C/C(=O)c2ccccc2O)cc1CN1CCOCC1 | 1 |
| CC(=O)OCCNc1cc(SCc2ccco2)c2nonc2c1[N+](=O)[O-] | 10 |
| Cc1cccc(NC(=O)CSc2nnc(-c3ccncc3)n2C)c1 | -7 |
| CC(C)OC(=O)CC12CN(C)CC(CC(=O)OC(C)C)(CN(C)C1)C2=O | -4 |
| Cc1cc(-c2csc(N)n2)c(C)n1CCc1ccccc1 | -6 |
| CCCCCCCC(=O)NNC(=O)CCC(=O)O | 2 |
| CCOC(=O)Cn1nnnc1CN(CCc1ccccc1)Cc1cc2cc(CC)ccc2[nH]c1=O | 19 |
| Clc1cccc(Oc2cnns2)c1Cl | -7 |
| Cn1cccc1C(=O)N1CCN(c2cccc(C(F)(F)F)c2)CC1 | 2 |
| COCCSc1ccccc1C(=O)Nc1nnc(C)s1 | -2 |
| CCOC(=O)N1CCN(c2nc(SC)nc3sc4c(c23)CC(C)(C)OC4)CC1 | -7 |
| CCOC(=O)C1=C(c2ccccc2)Nc2nc(C)nn2C1c1cccc(OC)c1OC (stereo unspecified) | -12 |
| c1ccc(Oc2cccc(CN3CCCCC3)c2)cc1 | 1 |
| CCOC(=O)C1C2C=CC3(CN(Cc4cccs4)C(=O)C13)O2 (stereo unspecified) | 0 |
| CC(C)(C)OC(=O)NCC12C=CC(O1)C1C(=O)N(Cc3ccccc3)C(=O)C12 (stereo unspecified) | -1 |
| Cc1ccc(C(C)C)c(OCc2nnc(SCC(=O)Nc3nccs3)n2C)c1 | -2 |
| COc1ccc(/C=N/n2cncn2)cc1CSc1ccccn1 | -4 |

Overlap with the part before: 2 compounds, followed by the next part.
SMILES | ARNT-TACC3 inh
Cc1ccc(C(C)C)c(OCc2nnc(SCC(=O)Nc3nccs3)n2C)c1 | -2
COc1ccc(/C=N/n2cncn2)cc1CSc1ccccn1 | -4
OC1CCCN(Cc2ccc3ccc4cccc5ccc2c3c45)C1 (stereo unspecified) | 13
COc1ccc(C(=O)Nc2cccc(C(=O)N3CCCC3)c2)cc1 | -3
CCCNC(=O)N[C@@H](Cc1ccccc1)C(=O)OC | 5
COc1ccc(N2CCCn3c2nc2c3c(=O)n(CCN3CCOCC3)c(=O)n2C)cc1 | -3
CCCc1cc(=O)[nH]c(SCC(=O)N(CC)Cc2ccccc2)n1 | -6
CCn1c(SCC(=O)c2ccccc2)nnc1-c1cccs1 | -14
CC(C)c1nc2ccc(NC(=O)C34CC5CC(CC(C5)C3)C4)cc2[nH]1 | -3
Cc1ccc(S(=O)(=O)N(CCC#N)CCN2CCCC2)cc1 | 7
O=C(CN1CCN(C2CCCCC2)CC1)Nc1ccccc1-c1ccccc1 | -6
O=C(Nc1cccc(NC(=O)c2ccc(Br)o2)n1)c1ccc(Br)o1 | -9
Cc1[nH]n(-c2ncc(-c3ccc(Cl)cc3)s2)c(=O)c1C(c1ccc(Cl)cc1)C(C#N)C#N (stereo unspecified) | -22
COCC(C)n1c(SCC(=O)NC(=O)Nc2ccc3c(c2)OCCO3)nc2ccccc2c1=O (stereo unspecified) | -7
CSc1nnc(-c2ccccc2Cl)o1 | 0
C[S+](CC[C@H](N)C(=O)O)C[C@H]1O[C@@H](n2cnc3c(N)ncnc32)[C@H](O)[C@@H]1O (stereo partly specified) | -4
O=C(O)CSc1ncnc2nc[nH]c12 | -15
COc1ccc(CC(=O)Nc2ccc3c(c2)CCC3)cc1S(=O)(=O)N1CCOCC1 | -18
Fc1ccccc1NC(=S)NCCc1ccccc1 | -22
C=CCn1c(N)c(C(=O)Nc2ccc(C)cc2)sc1=S | -3
CCOC(=O)c1oc2c(C)c(O)ccc2c(=O)c1-c1nncn1-c1ccccc1 | -1
CSc1nc2ccc(N3C(=O)C4CCCCC4C3=O)cc2s1 (stereo unspecified) | 5
Cc1ccc(CNC(=O)CSc2nc(N3CCCCC3)nc(N3CCCCC3)n2)cc1 | -7
CCOC(=O)N1CCN(C(=O)C2CCC(CNS(=O)(=O)c3ccccc3)CC2)CC1 (stereo unspecified) | -10
CCC(=O)Nc1ccc2c(c1)ncn2-c1ccccc1 | -3
COCCNS(=O)(=O)c1ccc(-c2ccc(S(=O)(=O)NCCOC)cc2)cc1 | -1
Cc1nc2ccccc2n1S(=O)(=O)c1ccc(S(=O)(=O)N2CCCCCC2)cc1 | -5
Cc1ccc(-c2nn(C)c(=O)c3ccccc23)cc1S(=O)(=O)N1CCOCC1 | -6
O=C(O)CCC(=O)Nc1ccc(OCC(=O)O)cc1 | 4
N/C(=N\OC(=O)Nc1ccccc1)c1ncc(C(F)(F)F)cc1Cl | -8
Cc1nc2nc(-c3ccco3)[nH]n2c(=O)c1Cc1ccccc1 | -10
CCN(CC)P1(=O)OC(c2cc(OC)c(OC)c(OC)c2)=Nc2c1c(C)nn2-c1ccccc1 (stereo unspecified) | -2
Cc1ccccc1NC(=O)CC1(c2ccc(N(C)C)cc2)C(=O)c2ccccc2C1=O | -1
CCC1(C)Cc2c(sc3[nH]c(=S)n(Cc4ccccc4)c(=O)c23)CO1 (stereo unspecified) | 32
NC(=S)N/N=C/c1ccccc1OCc1cccc(Cl)c1 | 2
Cn1c(SCC(=O)NCc2ccc3c(c2)OCO3)nnc1C1COc2ccccc2O1 (stereo unspecified) | 1
Cc1cc(C)n(C(=O)COc2ccc(Cl)cc2Cl)n1 | 3
CCCCCOc1ccc(C(=O)NC(CCC)C(=O)O)cc1 (stereo unspecified) | -11
Nn1c(SCC(=O)N2CCOCC2)nnc1-c1ccco1 | -3
COc1ccc(OC)c2sc(N3CCN(c4ccccc4)CC3)nc12 | 10
NC(=O)c1ccccc1NC(=O)c1ccccc1F | 1
O=C(O)CSc1ccccn1 | 2
CSc1nc(NCC(C)C)c2c3c(sc2n1)CN(C)CC3 | -3
C/C(=N\NC(=O)C1CC1)c1ccc(Cl)c(Cl)c1 | 20
CCNC(=S)NNC(=O)c1cccc(Br)c1 | 2
N#C/C(=C\c1ccccc1)c1n[nH]c(Cn2cncn2)n1 | 3
COC(=O)C1=C(C)Nc2ncnn2C1c1ccccn1 (stereo unspecified) | 2
CCCN(CCC)C(=O)CC(c1ccccc1)c1ccc(C)cc1O (stereo unspecified) | 4
COc1ccc2c(C)nc(Nc3nc(C)cc(C)n3)nc2c1 | -4
CC1(C)OC(c2ccccc2)=C/C(=C/C=Nc2ccccc2)O1 | 4
O=C(Nc1ccccc1)C1CC(=O)N(c2ccc3c4c(cccc24)CC3)C1 (stereo unspecified) | 24
COc1ccc(-n2ccnc2SCC(=O)Nc2ccccc2)cc1 | 10
Cn1c(NC(=O)C2c3ccccc3Oc3ccccc32)cc(=O)n(C)c1=O | -2
COc1ccc(F)cc1S(=O)(=O)N1CC(C)CC(C)C1 (stereo unspecified) | -3
O=C1N/C(=N\N=C\c2ccccn2)SC1Cc1cccc(SC(F)F)c1 (stereo unspecified) | -3
CCS(=O)(=O)n1nc(-c2ccccc2)nc1NCc1ccco1 | -4
CCOC(=O)C(C(=O)NCCCN1CCOCC1)C1CCCCC1 (stereo unspecified) | -6
O=C(COC(=O)c1ccco1)NCc1cccs1 | -4
CCCCSC1(SCCCC)N=C(N)C2(C#N)C(c3ccccc3)NC(C)=C(C)C12C#N (stereo unspecified) | 38
O=C(N/N=C/c1ccc2c(c1)OCO2)/C(=C/c1ccc2c(c1)OCO2)NC(=O)c1ccccc1 | -13
c1ccc2nc(-c3ccc(N4CCOCC4)cc3)ccc2c1 | 2
O=C1CCCCCN1C(=O)c1cccc(C(=O)N2CCCCCC2=O)c1 | -3

Ordered by formula weight (lowest first): part of the list above
SMILES | ARNT-TACC3 inh
c1ccc2nc(-c3ccc(N4CCOCC4)cc3)ccc2c1 | 2
COc1ccc(F)cc1S(=O)(=O)N1CC(C)CC(C)C1 (stereo unspecified) | -3
COc1ccc(-n2ccnc2SCC(=O)Nc2ccccc2)cc1 | 10
O=C1CCCCCN1C(=O)c1cccc(C(=O)N2CCCCCC2=O)c1 | -3
O=C1N/C(=N\N=C\c2ccccn2)SC1Cc1cccc(SC(F)F)c1 (stereo unspecified) | -3

The results go on.
SMILES | ARNT-TACC3 inh
Cc1ccc(NC(=O)C(=O)NC(C)C2COc3ccccc3O2)cc1 (stereo unspecified) | 1
Cc1nn(C)cc1CN(C)C(=O)c1cc2nc(-c3ccco3)cc(C(F)(F)F)n2n1 | -5
Fc1ccc(-c2nc3n(n2)Cc2ccccc2-3)cc1 | -10
COc1ccc(Cl)cc1N(CC(=O)Nc1ccccc1C(=O)NCc1ccco1)S(C)(=O)=O | -4
CCNC(=S)NN(c1ccccc1)c1ccccc1 | -4
CCN1CCN(S(=O)(=O)c2ccc3c(c2)OCCO3)CC1 | 26
COc1ccccc1C(=O)Nc1nc(-c2ccc(S(=O)(=O)N3CCOCC3)cc2)cs1 | 4
COc1cc(C2C(C(=O)c3ccc(C)o3)=C(O)C(=O)N2CCc2ccccc2)ccc1O (stereo unspecified) | -1
Cc1[nH]c(=O)[nH]c(=O)c1S(=O)(=O)N1CCCC(C(=O)NCCc2ccc(Cl)cc2)C1 (stereo unspecified) | -5
CC(=O)c1cccc(NC(=O)Cc2ccc3c(c2)CCCC3)c1 | -1
COc1ccc(-c2csc3nc(C)n(-n4cccc4)c(=O)c23)cc1 | -6

These rows are one share of the data; count on the stated rates, not on these rows.
